Bioassay records from PubChem.
Growth percent in the NCI-60 one-dose screen (48 h, 10 µM unless noted): 100 = growth as untreated, 0 = no growth, -100 = all killed.
BT-549 = BT-549 breast cancer; hit rate 4.4% among 78,000; AID 1794793
UACC-62 = UACC-62 melanoma; AID 1794756; hit rate 5.4% among 81,000
MALME-3M = MALME-3M melanoma; hit rate 5.8% among 78,000
LOX IMVI = LOX IMVI melanoma; hit rate 7.4% among 79,000; AID 1794757
SK-MEL-2 = SK-MEL-2 melanoma; hit rate 4.7% among 77,000
UACC-257 = UACC-257 melanoma; hit rate 4.4% among 78,000
HS 578T = HS 578T breast cancer; hit rate 4.1% among 78,000; AID 1794788
T-47D = T-47D breast cancer | hit rate 5% among 79,000
The depositor's hits bear a star; . = no result given; & = joins results of further samples. The calls were made as follows: active = growth percent below 10; inactive = the rest.

SMILES	BT-549	UACC-62	MALME-3M	LOX IMVI	SK-MEL-2	UACC-257	HS 578T	T-47D
CC(=O)OCC1OC(OC2=C(CC=C(Cl)Cl)C(=O)c3ccccc3C2=O)C(OC(C)=O)C(OC(C)=O)C1OC(C)=O (configuration not stated)	71	86	52	40	61	94	97	-18*
CN(C)c1ccc(NC(=O)c2cc3ccccc3cc2O)cc1	99	97	105	93	104	87	100	88
COC(=O)C(Cc1ccccc1OC)c1ccccc1 (configuration not stated)	99	97	102	96	.	87	86	93
COc1ccc(CN2C(=O)OC(C)(COC(C)=O)C2=O)cc1 (configuration not stated)	107	96	102	100	111	100	108	92
Cc1cc(=O)oc2cc(OCCCCOc3ccc(/C=C/C(=O)Nc4ccc(Br)cc4)cc3)ccc12	49	77	74	85	104	87	64	63
CC1=C2[C@@H](CC1)[C@]1(C)O[C@@](C(C)C)(C[C@H]1OC(=O)[C@H](C)N)[C@H]2OC(=O)/C=C/c1ccccc1	107	95	90	100	82	91	93	105
OC(CCN1CCCCC1)(c1ccccc1)C1CC2C=CC1C2 (configuration not stated)	94	100	102	94	93	103	79	93
COc1cc(/C=N/NC(=O)c2ccc(NS(C)(=O)=O)cc2)ccc1O	117	96	98	104	105	95	101	107
O=P(CSCCO)(c1ccccc1)c1ccccc1	111	101	.	99	98	105	106	98
O=c1c2ccccc2ccn1O	105	99	103	98	.	85	107	102
C=CCn1c2ccccc2c2c3c(c4c5ccccc5n(CC=C)c4c21)C(=O)N(O)C3=O	45	.	96	-81*	70	.	77	13
Clc1cc(Cl)c2nc(-c3ccc(-c4ccc(/C=N/NC5=NCCN5)cc4)s3)cn2c1	91	99	75	.	106	99	87	80

Laid out differently: results already given
Compound | BT-549 | UACC-62 | MALME-3M | LOX IMVI | SK-MEL-2 | UACC-257 | HS 578T | T-47D
Cc1cc(=O)oc2cc(OCCCCOc3ccc(/C=C/C(=O)Nc4ccc(Br)cc4)cc3)ccc12 | 49 | 77 | 74 | 85 | 104 | 87 | 64 | 63
CC1=C2[C@@H](CC1)[C@]1(C)O[C@@](C(C)C)(C[C@H]1OC(=O)[C@H](C)N)[C@H]2OC(=O)/C=C/c1ccccc1 | 107 | 95 | 90 | 100 | 82 | 91 | 93 | 105
OC(CCN1CCCCC1)(c1ccccc1)C1CC2C=CC1C2 (configuration not stated) | 94 | 100 | 102 | 94 | 93 | 103 | 79 | 93
COc1cc(/C=N/NC(=O)c2ccc(NS(C)(=O)=O)cc2)ccc1O | 117 | 96 | 98 | 104 | 105 | 95 | 101 | 107

Continued:
SMILES	BT-549	UACC-62	MALME-3M	LOX IMVI	SK-MEL-2	UACC-257	HS 578T	T-47D
CCCCN(CCCC)CC(O)c1cc(Cl)cc2c1-c1ccc(Cl)cc1C2 (configuration not stated)	103	52	95	63	101	106	101	74
O=[N+]([O-])c1ccc2nc3c4ccccc4c4ccccc4c3nc2c1	87	87	99	31	98	83	80	68
Cn1cc(CNc2nc3ccc(OC/C(=C/F)CN)cc3o2)ccc1=O	100	95	99	98	114	111	103	105
O=S(=O)(c1ccc(NC(=S)NCc2cccnc2)cc1)N1CCCCC1	73	94	90	56	42	101	70	33
COc1ccc(-c2nc3sccn3c2/C=C2\C(=O)Nc3ccccc32)cc1O	114	85	111	84	104	102	99	65
CCN(CC)C(=O)/C(C)=C(\C)c1ccccc1	107	99	110	94	108	111	92	96
COc1cc(CC(=O)n2ncc3ccc(N)cc32)cc(OC)c1OC	91	93	86	90	98	105	103	76
Clc1ccc2nnc3c4cccnc4[nH]c3c2c1	132	86	142	95	108	131	124	100
Oc1ccc2c(c1)OCO2	93	97	97	103	113	89	.	105
CCC(O)(c1ccccc1)C(O)c1ccccc1 (configuration not stated)	.	.	99	95	95	98	88	.
COc1ccc(C(=O)/C=C/Nc2cccc(S(N)(=O)=O)c2)cc1	104	97	115	91	105	109	107	73
N#CC1=C(N)Oc2cc(O)ccc2C1c1cc2c(c([N+](=O)[O-])c1)OCCO2 (configuration not stated)	97	109	103	107	109	101	94	94
C[N+](C)(C)C/C=N\N=C\C[N+](C)(C)C	108	106	98	89	94	100	108	83
CN1C(=O)N(C)C2NC(=NCCO)NC21 (configuration not stated)	98	80	102	103	98	90	93	85
COC(=O)C1(CC(=O)Cc2ccccc2)NC(=S)NC(=O)C1C#N (configuration not stated)	133	102	106	98	113	119	116	126
O=C(NS(=O)(=O)c1ccc(Cl)cc1)n1ccc2cccnc21	106	109	104	96	111	94	105	89
CCCCOc1nc2ccc(Cl)cc2cc1/C=C/C(=O)/C=C/c1ccc(Cl)cc1	36	68	104	24	101	84	77	54
CSc1nc(=O)n(Cc2ccc(F)cc2)c(=O)n1Cc1ccc(C)cc1	103	93	98	91	108	106	109	87
CCCCCCCCCCCCCCCC(=O)OCC(O)C1OC(=O)C(O)=C1O (configuration not stated)	121	92	107	102	85	92	90	105
COc1ccc(-c2cc(-c3cccnc3)nc3sc4c(c23)N=NN2CCN=C42)cc1OC	98	97	107	99	95	84	97	84
O=C(NNc1nc2cc(F)cc(F)c2n2cccc12)c1cnccn1	24	5.2*	23	5.1*	33	4.0*	64	10
OC(COc1ccc(Cl)cc1Cl)COc1ccc(Cl)cc1Cl	114	86	103	98	114	.	101	100
COC(=O)c1cccc2c(Cl)cc3ccccc3c12	103	87	102	87	93	101	94	82
COc1cc(C)cc(C(O)Cc2cccc(-c3ccc(N(C)C)nc3)n2)c1 (configuration not stated)	97	100	114	98	95	98	97	90
CCOC(=O)c1ccc(NC(=S)NC(=O)c2ccc(Cl)c(Cl)c2)cc1	87	82	81	.	92	94	97	65
COc1cc(NC(=O)c2nc(-c3ccccc3)n(-c3cccc4ccccc34)n2)cc(OC)c1OC	91	72	77	76	77	92	86	67
CCCCCCCCCCCCCCCCN=Cc1ccc(Cl)c(Cl)c1	79	.	98	90	91	91	96	90
Cc1nn(-c2ccccc2)c(N2CCN(C)CC2)c1/C=N/N=c1\sc2ccccc2n1C	87	72	51	55	91	85	80	87
COc1ccc(-c2cc(/C=C3\C(=O)Nc4cc(Cl)ccc43)[nH]n2)cc1OC	80	57	38	53	59	114	60	96
COc1ccc(-c2nn(-c3cccc(Cl)c3)cc2/C=C/C(=O)c2cccs2)cc1	101	87	.	97	79	102	97	85
CC(C)Oc1ccc(/C(O)=C2\C(=O)C(=O)N(c3nccs3)C2c2ccc(F)cc2)cc1 (configuration not stated)	113	83	104	93	91	.	113	110
C/C(=N/O)c1ccc(NC(=O)CSc2nnc(-c3cc(-c4ccc(Cl)cc4)nc4ccccc34)n2-c2ccccc2)cc1	97	66	88	89	93	99	97	75
COc1cc(-c2nc(SC(C)C)nc(Nc3ccc(Cl)cc3)c2C#N)cc(OC)c1OC	97	90	100	88	102	98	45	.
Cc1ccc2c3c(c(=O)[nH]c2c1)C1(C(C#N)=C(N)O3)c2cc(Br)ccc2-c2ccc(Br)cc21	62	40	-48*	3.0*	33	71	-5.5*	-30*
O=c1cc(NNC(=S)Nc2ccccc2)c2cc(Br)ccc2[nH]1	99	94	109	96	107	110	93	87
O=C(CSC(=S)n1cnc2ccccc21)NC(=O)c1ccccc1	105	110	102	102	107	113	98	95
CN(C)c1ccc(N2Cc3ccccc3OC3=C2C(=O)c2c(O)ccc(O)c2C3=O)cn1	-71*	-87*	-77*	-68*	-51*	-90*	45	-48*
COc1ccc(C(=O)CC2(C#N)C(N)=C(C(N)=O)CC2(C#N)C#N)cc1OC (configuration not stated)	95	83	86	90	108	112	110	88
O=C1/C(=C/c2ccc([N+](=O)[O-])s2)Oc2cc(Cl)ccc21	-55*	-38*	-49*	-78*	-50*	32	1.2*	11
COc1ccc(/C=C(\C#N)n2nnc3cc(NC(=O)c4ccccc4SC)ccc32)cc1	64	60	75	.	104	81	.	92
CCC(C)(O)c1ccc(C)cc1 (configuration not stated)	105	102	119	106	98	105	112	104
O=Nc1ccccc1N=O	93	71	75	60	90	81	84	94
CC(C)[C@]12O[C@H]1[C@@H]1O[C@]13[C@]1(O[C@H]1C[C@H]1C4=C(CC[C@@]13C)C(=O)OC4)[C@@H]2OC(=O)CN(C)C	-18*	-35*	-45*	.	-60*	-2.5*	-0.6*	27
C[N+]1(C)CCOC(=O)C1	112	108	106	103	121	100	103	120
CC(=O)Nc1cccc(Nc2nc(N[C@@H](C)c3ccccc3)c3ccccc3n2)c1	.	29	47	-70*	38	55	1.7*	58
CC1(C)CC[C@]2(C(=O)N3CCOCC3)CC[C@]3(C)C(=CC[C@@H]4[C@@]5(C)C/C(=C/c6ccccc6)[C@H](O)C(C)(C)[C@@H]5CC[C@]43C)C2C1 (some centres not stated)	105	76	94	106	104	101	104	79
COc1ccc(C(=O)COc2ccc(/C=C3\COc4ccc5ccccc5c4C3=O)cc2)cc1	82	85	.	84	75	92	93	72
CCCCN=C1OCc2[nH][nH]c(=O)c21	100	105	94	101	100	84	97	101
O=C(c1nnc(Nc2ccccc2F)o1)c1c[nH]c2ccccc12	89	20	112	100	88	79	90	40
COc1ccc(-n2c(SCc3cc(OC)c(OC)c(OC)c3)nc3ccc(Cl)cc3c2=O)c(OC)c1	110	97	108	103	106	109	101	106
COc1ccccc1CNCCCN1C(=O)c2ccc3c4c(ccc(c24)C1=O)C(=O)N(CCCCNCCCN)C3=O	58	-69*	-96*	-10*	-46*	-95*	32	-45*
Cc1[nH]c(N)nc(=S)c1CCCNc1ccc(C(=O)NC(CCC(=O)O)C(=O)O)cc1 (configuration not stated)	102	104	107	85	97	104	.	91
Cc1cc2c(C(C)C)c(O)c(O)c(C=NCCCCCCC(=O)O)c2c(O)c1-c1c(C)cc2c(C(C)C)c(O)c(O)c(C=NCCCCCCC(=O)O)c2c1O	38	29	63	4.5*	28	.	22	27
COc1ccc(C=C2C(=O)OC(C)(C)OC2=O)cc1	97	102	107	103	111	81	104	93
S=C(NCN(C1CCCCC1)C1CCCCC1)C(=S)NCN(C1CCCCC1)C1CCCCC1	102	104	81	57	122	101	98	100
CCOC(=O)c1cc(Cl)ccc1NS(C)(=O)=O	96	96	108	97	130	128	101	114
O=C1OC(c2nc3ccccc3s2)=C/C1=C\c1ccccc1Cl	111	90	97	94	108	107	91	94
C[N+](C)(C)CC(=O)c1ccc2ccccc2c1	.	103	101	93	102	98	107	100
CCCCCCCCCCCCCCCCCC1=NC(C)(C)CN1c1ccccc1	96	67	94	98	101	106	81	83
O=C1c2ccccc2-c2c1c1cnccc1c(=O)n2C[C@H](O)CO	70	65	98	72	103	.	112	64
More compounds follow.
SMILES	BT-549	UACC-62	MALME-3M	LOX IMVI	SK-MEL-2	UACC-257	HS 578T	T-47D
O=C(Nc1ccc(NC2=NCCN2)cc1)c1ccc(C(=O)Nc2ccc(NC3=NCCN3)cc2)cc1	87	89	90	103	111	99	109	99
N/C(=N\C(N)=N\c1nc2ccccc2s1)c1ncc(Cl)cc1Cl	103	93	101	93	104	112	94	71
Cn1ccc(=O)n(C)c1=O	112	100	97	.	.	94	112	111
COc1ccc(-c2nc(-c3ccc(-c4nc5ccc(OC)cc5[nH]4)cc3)no2)cc1	89	112	.	100	99	100	101	105
O=c1oc2ccccc2cc1C1=Nn2c(nnc2-c2cccnc2)SC1	105	94	106	95	104	99	106	92
N#Cc1csc(CCNC(=O)c2ccccc2)n1	121	113	116	101	123	101	105	105
COc1ccc(OC)c(/C(C)=N/NC(=O)CSc2nc3ccccc3c(=O)n2CCc2ccc(S(N)(=O)=O)cc2)c1	102	91	84	102	103	97	101	102
C#CCOc1cccc(-c2ncnc3cc(NC(=O)C=C)ccc23)c1	44	35	61	34	47	63	25	38
Nc1ncnc2[nH]c(=O)[nH]c12	122	92	104	95	.	103	144	94
O=c1cc(-c2ccccc2)oc2ccc3ccccc3c12	94	91	78	91	102	102	85	73
N#C/C(=C1\SC(=O)CN1c1ccccc1)c1nc2ccccc2s1	103	91	99	88	86	97	94	74
Clc1ccc(/C=N/NC2=NCCN2)c(Cl)c1	107	95	100	103	136	101	95	95

Shown comma-delimited: part of the list above.
Structure,BT-549,UACC-62,MALME-3M,LOX IMVI,SK-MEL-2,UACC-257,HS 578T,T-47D
N#Cc1csc(CCNC(=O)c2ccccc2)n1,121,113,116,101,123,101,105,105
COc1ccc(OC)c(/C(C)=N/NC(=O)CSc2nc3ccccc3c(=O)n2CCc2ccc(S(N)(=O)=O)cc2)c1,102,91,84,102,103,97,101,102

Next section
SMILES	BT-549	UACC-62	MALME-3M	LOX IMVI	SK-MEL-2	UACC-257	HS 578T	T-47D
COc1ccc(/C=c2\c(=O)n(-c3ccccc3)c3nn4c(Nc5ccccc5)nnc4n23)cc1	101	99	101	94	103	109	104	.
O=C(Nc1ncc(Cc2cccc(Cl)c2)s1)C(=S)N1CCOCC1	112	89	104	97	100	102	113	108
CCn1c(Cc2ccccc2Nc2c(Cl)cccc2Cl)nnc1SCC(=O)NN1C(=O)/C(=C/c2ccc(Br)cc2)SC1=S	104	98	104	99	109	96	98	101
c1ccc(CCc2ccccc2)cc1	112&101	97&116	112&110	90	118&97	105&109	116&106	99&105
C/C(Cc1ccc(Cl)cc1)=C(\c1ccc(OCCN2CCOCC2)cc1)c1ccc(OC(=O)C2CCCCC2)cc1	85	83	102	93	93	92	106	74
O=C(Cc1ccc(C(O)CC(=O)c2ccccc2O)cc1)Nc1ccccc1 (configuration not stated)	116	74	104	89	88	87	92	69
COc1ccc(C2CC(c3ccccc3)=NN2C(=O)CSc2nnc(NC(=O)C(Cl)Cl)s2)cc1 (configuration not stated)	99	91	94	.	112	99	95	100

Compounds shown so far containing a nitro group on carbon (3):
SMILES	BT-549	UACC-62	MALME-3M	LOX IMVI	SK-MEL-2	UACC-257	HS 578T	T-47D
O=[N+]([O-])c1ccc2nc3c4ccccc4c4ccccc4c3nc2c1	87	87	99	31	98	83	80	68
N#CC1=C(N)Oc2cc(O)ccc2C1c1cc2c(c([N+](=O)[O-])c1)OCCO2 (configuration not stated)	97	109	103	107	109	101	94	94
O=C1/C(=C/c2ccc([N+](=O)[O-])s2)Oc2cc(Cl)ccc21	-55*	-38*	-49*	-78*	-50*	32	1.2*	11
